Pin1 inhibitor: qHTS Assay to Find Inhibitors of Pin1. Pin1 FP peptide displacement, HiFluor488, 10 min. Potency, µM (series often up to 115 µM), inactives show at the highest dose activity, negative = inhibition, hits mostly inhibitors. 390,000 compounds, 0.009% hits. AID 504891, 2011; active = well fitted inhibition curve with a large enough effect in the polarisation, with a control signal flat, not every such curve was filed as active; inconclusive = small, poorly fitted or top-dose-only effect, or effect the other way, or a change in a side signal; inactive = no such curve, though single readings can be large or run the other way; the % refers to the polarisation; note: % is set by controls: 0 for no effect and ±100 for the full control effect
Target sequence (Q13526 whole entry, looked up): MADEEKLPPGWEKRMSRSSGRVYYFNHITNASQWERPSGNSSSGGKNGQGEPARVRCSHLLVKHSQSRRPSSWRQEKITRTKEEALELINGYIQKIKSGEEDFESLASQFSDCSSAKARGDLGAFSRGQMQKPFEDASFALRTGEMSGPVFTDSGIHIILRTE
ERG Ets-DNA blk: qHTS for Small Molecule Inhibitors of the ERG Ets/DNA interaction; Transcriptional regulator ERG (Homo sapiens), P11308; fluorescence polarization, His-ERG Ets domain / labelled DNA; Potency, µM (titrated, usually from 76.9 µM), for inactives: at the highest dose FP activity, negative = inhibition, actives largely listed as inhibitors; 370,000 compounds, 0.028% hits; AID 624246, 2012; active = well fitted inhibition curve with a large enough effect in the polarisation, with a control signal flat; inconclusive = small, poorly fitted or top-dose-only effect, or effect the other way, or a change in a side signal; inactive = no such curve, though single readings can be large or run the other way; the % refers to the polarisation;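 note: polarization taken with two DNA probes labelled with fluorescein and Texas red; % of control where 0% means no effect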
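His-tagged ERG Ets domain (1 uM in the protein solution; 300mM KCl, 50mM Tris-HCl, 1mM EDTA, 1mM DTT, pH 7.5) received compound, then a probe mix of 5 nM fluorescein-DNA and 100nM Texas-615-DNA. Fluorescence polarization was read for both dyes.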
RGS4 inh: Inhibitors of Regulator of G Protein Signaling (RGS) 4: qHTS; Regulator of G-protein signaling 4 (Homo sapiens), P49798; AID 504845, 2011; Transcreener GDP fluorescence polarization, RGS4-accelerated GTP hydrolysis; 390,000 compounds, 0.039% hits; Potency, µM (series often up to 114 µM), for inactives: at the top dose activity change, negative = inhibition, usual class: inhibitors; note: % is set by controls: 0 for no effect and ±100 for the full control effect; nearly all actives have a fitted effect of over 75% in size; some results filed as inactive show a strong effect at the top dose
Target sequence (P49798 whole entry, looked up): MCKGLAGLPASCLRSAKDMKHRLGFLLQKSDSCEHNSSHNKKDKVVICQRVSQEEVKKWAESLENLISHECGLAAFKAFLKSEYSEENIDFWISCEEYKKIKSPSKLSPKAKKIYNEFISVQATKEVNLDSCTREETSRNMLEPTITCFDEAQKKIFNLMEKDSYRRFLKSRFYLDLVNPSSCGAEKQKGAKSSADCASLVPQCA
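MLSMR compounds (23 nl, pin-transferred) preincubated 10 min at room temperature with a 500nM (2x) first reagent, then RGS4 at 900nM (2x) plus Transcreener GDP mix added; fluorescence polarization (620/688 nm) read before and after 90 min at 30 °C.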
12-LOX inh: Primary qHTS assay for inhibitors of human arachidonate 12S-lipoxygenase (ALOX12): Round 2; 580,000 compounds, 1.1% hits; Polyunsaturated fatty acid lipoxygenase ALOX12 (Homo sapiens), P18054; Potency, µM (doses to about 108 µM), without a hit: top-dose activity change, negative = inhibition, most hits filed as inhibitors; AID 1671190, 2021; purified 12hLO, xylenol orange hydroperoxide absorbance; note: % is set by controls: 0 for no effect and ±100 for the full control effect
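Purified human 12hLO at 150 nM in 25 mM Hepes, 0.01% Triton X-100, pH 7.0, preincubated 15 min at room temperature with compound. Reaction started with 40 uM arachidonic acid, 30 min at room temperature. Hydroperoxide measured by Fe-xylenol orange, 573/405 nm absorbance ratio.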
GLS inh: qHTS for Inhibitors of Glutaminase (GLS). Potency, µM (titrated, usually from 45.5 µM), inactives show at the highest dose activity change, negative = inhibition, actives largely listed as inhibitors. 410,000 compounds, 0.21% hits. GLS enzymatic activity, qHTS titration. AID 624170, 2012. Glutaminase kidney isoform, mitochondrial (Homo sapiens), O94925; note: % is set by controls: 0 for no effect and ±100 for the full control effect
Target sequence (O94925 whole entry, looked up, canonical isoform): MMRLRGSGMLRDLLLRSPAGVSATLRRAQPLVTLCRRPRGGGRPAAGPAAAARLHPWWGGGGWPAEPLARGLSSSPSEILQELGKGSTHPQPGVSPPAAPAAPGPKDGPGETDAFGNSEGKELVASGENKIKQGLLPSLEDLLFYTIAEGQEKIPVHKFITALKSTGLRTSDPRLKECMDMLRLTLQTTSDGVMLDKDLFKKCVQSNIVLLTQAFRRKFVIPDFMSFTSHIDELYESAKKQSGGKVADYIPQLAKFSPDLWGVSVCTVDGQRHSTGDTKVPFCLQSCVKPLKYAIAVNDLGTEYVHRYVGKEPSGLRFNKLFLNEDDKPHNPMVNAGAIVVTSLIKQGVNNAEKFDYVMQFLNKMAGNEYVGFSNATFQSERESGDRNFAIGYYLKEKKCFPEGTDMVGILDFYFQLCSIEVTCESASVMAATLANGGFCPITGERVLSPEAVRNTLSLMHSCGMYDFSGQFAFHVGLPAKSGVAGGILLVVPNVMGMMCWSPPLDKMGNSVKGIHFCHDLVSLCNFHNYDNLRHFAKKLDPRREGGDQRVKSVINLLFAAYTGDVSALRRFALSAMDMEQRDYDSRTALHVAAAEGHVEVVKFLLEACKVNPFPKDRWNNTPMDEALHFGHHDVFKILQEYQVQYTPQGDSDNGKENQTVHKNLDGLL
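hKGA in 45 mM KH2PO4 (pH 8.2), 0.02% Tween-20 with compound, then 1mM L-Glutamine (stock as added) plus glutamate oxidase/HRP/Amplex red coupling mix. Fluorescence read initially and after 30 min at RT; signal change reflects glutamate formation.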
JMJD2A Tudor inh: qHTS Assay for Inhibitors of JMJD2A-Tudor Domain; Lysine-specific demethylase 4A (Homo sapiens), O75164; AlphaScreen JMJD2A-Tudor / H3K4me3 peptide binding; Potency, µM (series often up to 114 µM), for the others: at the highest dose activity change, negative = inhibition, hits mostly inhibitors; 390,000 compounds, 4.4% hits; note: % is set by controls: 0 for no effect and ±100 for the full control effect; nearly all actives have a fitted effect of over 50% in size
PGK inhibitor: qHTS Assay to Find Inhibitors of Phosphoglycerate Kinase; PGK/GAPDH coupled, Kinase-Glo luminescence, 60 min; Potency, µM (titrated, usually from 57.5 µM), inactives show top-dose activity change, negative = inhibition, actives largely listed as inhibitors; 380,000 compounds, 0.043% hits; note: % is set by controls: 0 for no effect and ±100 for the full control effect; nearly all actives have a fitted effect of over 60% in size
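Luminescent ATP detection (Kinase-Glo Plus) follows a 60-minute room-temperature incubation, with wells lacking PGK as controls. Buffer: 100 mM TEA (pH 7.6), 5 mM MgCl2, 0.01% Tween-20. Coupling enzyme GAPDH (100 nM final) supplies unstable 1,3-BPG in-well.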
rTrxR1 inhibitor: qHTS Assay for Inhibitors of Mammalian Selenoprotein Thioredoxin Reductase 1 (TrxR1): qHTS | recombinant rTrxR1, NADPH fluorescence consumption, selenite substrate | Potency, µM (doses to about 114 µM), inactives show at the highest dose activity change, negative = inhibition, most hits filed as inhibitors | 390,000 compounds, 1% hits; note: % is set by controls: 0 for no effect and ±100 for the full control effect; nearly all actives have a fitted effect of over 65% in size
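Rat TrxR1 (90 nM in the dispensed reagent) was pre-reduced with 400 uM NADPH for 5 min at room temperature, then incubated with compound for 15 min. After 400 uM selenite was added, NADPH fluorescence (Ex 340/Em 450 nm) was followed for 8 min.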
HP1b binding inh: HTS for Inhibitors of HP1-beta Chromodomain Interactions with Methylated Histone Tails; Chromobox protein homolog 1 (Homo sapiens), P83916; AlphaScreen HP1-beta / biotin-H3K9me3 peptide binding; Potency, µM (highest dose often 114 µM), without a hit: at the top dose activity change, negative = inhibition, hits mostly inhibitors; 390,000 compounds, 0.56% hits; AID 540317, 2011; note: nearly all actives have a fitted effect of over 70% in size; inactives centre near 23
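HP1-beta protein (50 nM final) preincubated 30 min at room temperature with biotinylated H3(1-18)K9me3 peptide (50 nM) in PBS pH 7.4, 0.01% Tween-20, then compound added for 30 min. AlphaScreen streptavidin donor/nickel chelate acceptor beads (10 ug/mL final), 30 min dark, luminescence read.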
An asterisk follows results filed as active; i = inactive; ? = inconclusive; nt = not tested or not shown; & = joins results of further samples; [ ] = remark or other dose. Unless noted, calls come from the whole dose curve; as a rule, active = well fitted curve in the direction sought with a large enough effect; inconclusive = small, poorly fitted or top-dose-only effect, or another doubt; inactive = no such curve, though single readings can be large; an effect the other way counts as inactive or inconclusive. Potency is the fitted concentration of half-maximal effect. Only part of the results is shown (hit frequency here may not be typical).

Results follow in this order: Pin1 inhibitor	ERG Ets-DNA blk	RGS4 inh	12-LOX inh	GLS inh	JMJD2A Tudor inh	PGK inhibitor	rTrxR1 inhibitor	HP1b binding inh
> Cc1ccc(NC(=O)C2CSC3(C)CCC(=O)N23)cc1S(=O)(=O)N1CCCCCC1 (stereo not given)
 : -5%	15%	-31%	?	-4%	-7%	-9%	5%	38%
> CC(C)COCC1CC2(CC(C)(c3csc(N)n3)OC2=O)C(=O)O1 (stereo not given)
 : 1%	7%	2%	13%	2%	-12%	-1%	14%[57.1 µM]	5%
> CCN1C(=O)CSC1=NC1C2CC3CC(C2)CC1C3 (stereo not given)
 : 0%	8%	7%	-19%	-5%	47%[activator]	-2%	9%[57.1 µM]	94%
> Cc1cccc(Nc2nc(N3CCN(C)CC3)nc(N)c2[N+](=O)[O-])c1
 : 6%	nt	13%	-3%	5%	-28%	1%	-5%	-2%
> COc1cccc(/C=N/NC(=O)c2cnccn2)c1O
 : -5%	9%	4%[11.4 µM]	6%	17%	-17%[11.4 µM]	-4%	17%	51%[activator]
> O=Cc1ccc(Sc2ncccn2)o1
 : 0%	-1%	-7%	0%	1%	-11%	-2%	0%[57.1 µM]	17%
> CCOC(=O)CSc1cc(-c2ccccc2)nc2ncnn12
 : 6%	-1%	-16%	244%[activator]	-4%	2%	i	6%[57.1 µM]	49%[activator]
> Cc1cc2nc(/C(C#N)=C/c3ccncc3)[nH]c2cc1C
 : 21%	8%	11%[11.4 µM]	-3%	14%	-13%[11.4 µM]	0%	9%	2%
> Cn1c(C(=O)N2CCN(c3ccccn3)CC2)cc2ccccc21
 : -6%	13%	12%	6%	2%	-35%	i	21%	-4%
> O=C(c1ccco1)N1CCN(C(=O)c2ccc(-c3cccc(C(F)(F)F)c3)o2)CC1
 : 1%	1%	-41%	?	-4%	-24%	6%	?	5%
> Cc1cccc(CCN(C(=O)Cc2cccs2)C(C(=O)NC2CCCCC2)c2cccnc2)c1 (stereo not given)
 : 61%[activator]	4%	18%	-1%	3%	-11%[57.1 µM]	-4%	9%	19%
> Cc1cc(C)n(-c2ccc(C(=O)Nc3ccc(C)c(S(=O)(=O)N4CCOCC4)c3)cc2)n1
 : -2%	21%	-17%	-19%	-24%	-7%	i	-43%[0.0914 µM]	11%
> O=C(CSc1nnc(-c2ccccc2)o1)N1CCCc2ccccc21
 : 2%	6%	4%	3%	3%	17%	2%	-9%	42%
> CN(C)c1ccc(NC(=O)Cn2cc(S(=O)(=O)Cc3cccc(Cl)c3)c3ccccc32)cc1
 : 14%	0%	-13%	-18%	-2%	-34%	-10%	15%	-1%
> Cc1ccc(S(=O)(=O)/C(C#N)=C/c2c(N3CCC(C(N)=O)CC3)nc3c(C)cccn3c2=O)cc1
 : ?	6%	-17%	0%	?	-14%	-3%	-7%	25%
> CCn1c2ccccc2c2cc(CN3CCN(Cc4ccccc4Cl)CC3)ccc21
 : -2%	-1%	-27%	?	5%	7.1µM*	-1%	11%	?
> N/C(=N\O)c1ccc(Oc2ccccc2Cl)c([N+](=O)[O-])c1
 : -6%	6%	16%	-21%	14%	-22%	0%	-1%	14%
> COc1ccc(-c2cc3ccc(O)cc3oc2=O)cc1OC
 : ?	0%	11%	-4%	-7%	1%	-25%	-12%	69%[activator]
> Cc1cc(Cl)c(S(=O)(=O)Nc2ccccn2)cc1OCC(N)=O
 : 4%	4%	11%	0%	16%	3%	3%	-3%	25%
> O=C(NCCCN1CCC(Cc2ccccc2)CC1)C1CC(=O)N(C2CCCC2)C1 (stereo not given)
 : -7%	0%	16%	1%	-13%	-14%	-10%	20%	27%

Results follow in this order: Pin1 inhibitor	ERG Ets-DNA blk	RGS4 inh	12-LOX inh	GLS inh	JMJD2A Tudor inh	PGK inhibitor	rTrxR1 inhibitor	HP1b binding inh
> COCCNC(=O)C(OC(=O)c1cccs1)c1ccc(F)cc1 (stereo not given)
 : 2%	-4%	4%	-8%	0%	-9%	-2%	-3%[57.1 µM]	38%
> NC(=S)NN=C1CCCCCCCCC1
 : 13%	5%	?	?	-5%	-19%	-10%	8%[11.4 µM]	4%
> C/C(Cc1ccccc1)=N\NC(=O)CNC(=O)c1ccc(Cl)cc1Cl
 : 1%	2%	-9%	181%[activator]	6%	-13%	-5%	1%	29%
> COc1ccc(CCN2CC34C=CC(O3)C(C(=O)NCc3ccccc3)C4C2=O)cc1OC (stereo not given)
 : -13%	0%	1%	-8%	-16%	-12%	i	-4%[57.1 µM]	25%
> COc1ccc(Cc2nc3ccc(C(=O)NCCc4cccc(C)n4)cc3o2)cc1
 : 0%	5%	8%	32%[activator]	11%	-21%	-5%	37%[activator]	17%[57 µM]
> COc1ccc(OC)c(N(CC(=O)NN=C2CCN(C)CC2)S(=O)(=O)c2ccccc2)c1
 : -3%	7%	0%	-1%	5%	-1%	11%	12%	30%
> O=C(O)CNC(=O)C(c1ccccc1)c1ccccc1
 : 8%	-1%	11%	-13%	9%	-9%	5%	11%	9%
> O=C(CN1C(=O)NC2(CCc3ccccc32)C1=O)NCc1ccccc1Cl (stereo not given)
 : 9%	-7%	19%	1%	0%	-10%	-4%	31%	20%
> O=c1[nH][nH]c(=O)n1-c1ccccc1
 : 1%	1%	-8%	-8%	-14%	-18%	8%	13%	31%
> CC1CN(c2nc3ccccc3nc2C(C#N)C(=O)NCc2ccc3c(c2)OCO3)CC(C)O1 (stereo not given)
 : ?	5%	-1%	3%	12%	-14%	-3%	7%	36%
> C#CCOC(=O)c1cc(Cl)c(=O)n(Cc2ccc(Cl)cc2Cl)c1
 : -3%	-4%	0%	8%	-3%	18%	-9%	20%	77%[activator]
> O=C1CNC(=O)c2c(nc3n2CCC3)N1
 : ?	5%	10%	14%	3%	-12%	nt	18%	23%
> Cc1nc2sc(C(c3ccc(Cl)cc3)N3CC(C)OC(C)C3)c(O)n2n1 (stereo not given)
 : 8%	1%	17%	-22%	-2%	-12%	0%	9%	16%
> CN(c1ccc(C(=O)O)cc1)S(=O)(=O)c1ccccc1
 : 6%	10%	-7%	77%[activator]	-5%	-14%	i	7%	28%
> CCOC(=O)C1CCN(C(=O)Cn2nc(C)n3c(cc4cc(F)ccc43)c2=O)CC1
 : -1%&-2%	-10%&-1%	0%&-2%	7%&2%	3%&4%	0%&7%	-10%&0%	-10%&14%	26%&45%
> Cc1ccc(S(=O)(=O)N2CCCCC2)cc1C(=O)N1CCN(CCO)CC1
 : -8%	12%	15%	-21%	-7%	-23%	i	9%	23%
> O=C1N/C(=C/c2ccc(Br)s2)C(=O)N1c1ccccc1
 : 12%	7%	-1%	-19%	3%	-10%	3%	6%	26%

6 compounds drawn at random from the list so far, as already listed:
Results follow in this order: Pin1 inhibitor	ERG Ets-DNA blk	RGS4 inh	12-LOX inh	GLS inh	JMJD2A Tudor inh	PGK inhibitor	rTrxR1 inhibitor	HP1b binding inh
> COCCNC(=O)C(OC(=O)c1cccs1)c1ccc(F)cc1 (stereo not given)
 : 2%	-4%	4%	-8%	0%	-9%	-2%	-3%[57.1 µM]	38%
> COc1ccc(OC)c(N(CC(=O)NN=C2CCN(C)CC2)S(=O)(=O)c2ccccc2)c1
 : -3%	7%	0%	-1%	5%	-1%	11%	12%	30%
> O=C(CN1C(=O)NC2(CCc3ccccc32)C1=O)NCc1ccccc1Cl (stereo not given)
 : 9%	-7%	19%	1%	0%	-10%	-4%	31%	20%
> Cc1ccc(S(=O)(=O)N2CCCCC2)cc1C(=O)N1CCN(CCO)CC1
 : -8%	12%	15%	-21%	-7%	-23%	i	9%	23%
> C#CCOC(=O)c1cc(Cl)c(=O)n(Cc2ccc(Cl)cc2Cl)c1
 : -3%	-4%	0%	8%	-3%	18%	-9%	20%	77%[activator]
> O=C1N/C(=C/c2ccc(Br)s2)C(=O)N1c1ccccc1
 : 12%	7%	-1%	-19%	3%	-10%	3%	6%	26%

From PubChem BioAssay
